Screening data: PubChem BioAssay, Fisher Drug Discovery Resource Center
NPYLR7 agonist: activates Aedes aegypti NPYLR7 receptor | HEK293T NPYLR7/Galpha15, GCaMP6s calcium fluorescence | activation, % at 10 µM | 270,000 compounds, 0.15% hits | AID 1259423; in the data active = activation above about 40%;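 also: 0% = vehicle and 100% = reference agonist at the receptor; some compounds past the cut are filed as inactive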
mcGAS inh: blocks mouse cGAS activity; AID 1259399; 160,000 compounds, 0.15% hits; Q8C6L5; inhibition, % at 12.5 µM; recombinant cGAS, Kinase-Glo ATP depletion luminescence;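 also: 0% = negative control wells and 100% = reference inhibitor with no enzyme activity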
hcGAS inh: blocks human cGAS activity | Q8N884 | recombinant h-cGAS, ATP depletion, Kinase-Glo luminescence | inhibition, % at 12.5 µM | 290,000 compounds, 0.081% hits;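 also: 0% = vehicle reaction and 100% = reaction without DNA for no activity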
Target sequence (Q8N884 whole entry, looked up): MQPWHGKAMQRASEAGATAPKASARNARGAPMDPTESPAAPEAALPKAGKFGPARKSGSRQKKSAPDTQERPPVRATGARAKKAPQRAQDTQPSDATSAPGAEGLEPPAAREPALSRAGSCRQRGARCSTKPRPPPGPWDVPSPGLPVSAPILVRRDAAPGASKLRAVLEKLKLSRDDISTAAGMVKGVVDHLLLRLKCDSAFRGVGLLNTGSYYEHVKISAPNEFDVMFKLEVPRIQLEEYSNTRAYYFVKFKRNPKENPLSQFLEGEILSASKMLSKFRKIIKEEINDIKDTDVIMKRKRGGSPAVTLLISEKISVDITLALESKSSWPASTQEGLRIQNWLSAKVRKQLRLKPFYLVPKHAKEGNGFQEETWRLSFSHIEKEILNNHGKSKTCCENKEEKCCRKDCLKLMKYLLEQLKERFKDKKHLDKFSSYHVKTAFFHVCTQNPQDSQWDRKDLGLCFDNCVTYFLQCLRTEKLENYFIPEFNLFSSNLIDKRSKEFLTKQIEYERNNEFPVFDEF
* marks the source's active call; other numbers are inactive results; . = not tested or not shown; & = joins results of further samples. Rule as the data show it, unless noted: active = inhibition above about 40%; inactive = the rest. Hits appear at their usual frequency; any-hit rate near 0.29%.

molecule | NPYLR7 agonist | mcGAS inh | hcGAS inh
OCC1(Cc2ccccc2F)CCCN(Cc2cnn(-c3ccccc3)c2)C1 (stereo unspecified) | 3 | . | -12
COc1ccc(CCN(Cc2cccs2)C(=O)CN(C(=O)C23CC4CC(CC(C4)C2)C3)C2CC2)cc1OC | 14 | -3 | -4
COc1ccc(C(N)c2ccc(F)cc2)cc1 (stereo unspecified) | -13 | . | -11
C=CCOn1c(=O)c(-c2ccc(C)cc2)[n+]([O-])c2ccccc21 | 0 | -7 | -4
CCOC(=O)N(CCCC(=O)OC)CP(=O)(OCC)OCC | -8 | . | -3
COc1cc(N2CC(CNS(C)(=O)=O)OC2=O)cc(OC)c1OC (stereo unspecified) | 25 | . | -6
COc1ccc(OC)c(C2SCC(=O)N(CC(=O)NCC3CCCO3)c3c2c(-c2ccccc2)nn3-c2ccc(F)cc2)c1 (stereo unspecified) | 3 | -4 | -6
COc1cc2c(cc1OC)CN(c1cc(C(=O)N3CCCC3C)c3ccccc3n1)CC2 (stereo unspecified) | 5 | -2 | -1
Fc1ccc(-n2nnc3c(N4CCNCC4)ncnc32)cc1 | -2 | . | -11
CC(=O)N1CCc2c(nc(-c3ccccn3)nc2N2CC=CC2)C1 | 1 | . | -1
CC(C)Oc1ccc(C(O)=C2C(=O)C(=O)N(CCN3CCNCC3)C2c2ccc([N+](=O)[O-])cc2)cc1 (stereo unspecified) | 0 | -5 | -1
CC(C)Oc1ncc(C(=O)N2CCc3ccc(O)cc3C2)cc1Cl | 3&-25 | . | -7&3
O=C(C1CCC1)N(Cc1nccn1Cc1ccc(F)c(F)c1)CC1CC1 | 4 | -5 | 12
C=CCN1CC(C(=O)N2CCC(c3cc(C(C)C)n[nH]3)CC2)CC1=O (stereo unspecified) | 9 | . | -13
COc1c(O)ccc(/C=N/NC(=O)C2C(=O)NCC2c2ccccc2)c1[N+](=O)[O-] (stereo unspecified) | -1 | -2 | 2

By substructure: those above containing nitrogen in an aromatic ring.
molecule | NPYLR7 agonist | mcGAS inh | hcGAS inh
OCC1(Cc2ccccc2F)CCCN(Cc2cnn(-c3ccccc3)c2)C1 (stereo unspecified) | 3 | . | -12
C=CCOn1c(=O)c(-c2ccc(C)cc2)[n+]([O-])c2ccccc21 | 0 | -7 | -4
COc1ccc(OC)c(C2SCC(=O)N(CC(=O)NCC3CCCO3)c3c2c(-c2ccccc2)nn3-c2ccc(F)cc2)c1 (stereo unspecified) | 3 | -4 | -6
COc1cc2c(cc1OC)CN(c1cc(C(=O)N3CCCC3C)c3ccccc3n1)CC2 (stereo unspecified) | 5 | -2 | -1
Fc1ccc(-n2nnc3c(N4CCNCC4)ncnc32)cc1 | -2 | . | -11
CC(=O)N1CCc2c(nc(-c3ccccn3)nc2N2CC=CC2)C1 | 1 | . | -1
CC(C)Oc1ncc(C(=O)N2CCc3ccc(O)cc3C2)cc1Cl | 3&-25 | . | -7&3
O=C(C1CCC1)N(Cc1nccn1Cc1ccc(F)c(F)c1)CC1CC1 | 4 | -5 | 12
C=CCN1CC(C(=O)N2CCC(c3cc(C(C)C)n[nH]3)CC2)CC1=O (stereo unspecified) | 9 | . | -13

Further compounds:
molecule | NPYLR7 agonist | mcGAS inh | hcGAS inh
Cc1cc(C)nc(NN=C2CCCCC2C)n1 (stereo unspecified) | 8 | -4 | -6
O=C(CSc1ccc(C(F)(F)F)cn1)NC(c1ccc(F)cc1)c1ccc(SCc2ccccc2)cc1 (stereo unspecified) | 3 | -5 | -7
Cc1ccc(-c2cc(C(F)(F)F)n3ncc(C(=O)NC4CCCCC4)c3n2)cc1 | -2 | -7 | -4
CCOC(=O)N1CCN(Cc2ccc3c(c2)CN(C(=O)c2scc4c2OCCO4)CCO3)CC1 | 10 | -13 | -8
CC1(C)ON=C(c2ccco2)N(Cc2ccccc2F)C1=O | 11 | . | -7
COC(=O)c1ccccc1N1C(=O)/C(=C\c2ccc[nH]2)N(C)C1=S | 24 | -7 | -5
COc1ccc(CNC(=O)Nc2sc(C)nc2CC(C)C)cc1 | 6 | -15 | -9
CCCC(=O)N1CCC1(C)C(=O)NS(=O)(=O)Cc1ccccc1C(F)(F)F (stereo unspecified) | 1 | . | -5
CC(C)N(Cc1ccccc1)C(=O)NCCCOCC1CCCO1 (stereo unspecified) | 11 | . | -9
COc1cccc(Nc2nccc3c2cc(-c2cnn(C)c2)n3C)c1 | 12 | -4 | -1
Cc1ccccc1Cn1c(=O)c2c(nc3n(C(C)c4ccccc4)c(C)cn23)n(C)c1=O (stereo unspecified) | 1 | -3 | -1
Cc1[nH]c2ccccc2c1C(=O)OCC1CCCN1C(N)=O (stereo unspecified) | 7 | . | -8
O=C(Nc1nnc(-c2cccs2)s1)c1ccc(F)cc1 | -4 | 3 | 8
COc1ccc(CN(CC2CCCO2)CC(C)(C)O)cc1OC (stereo unspecified) | -1 | 0 | 1
c1ccc(OCCn2ccnc2-c2ccncc2)cc1 | 7 | -16 | -8

(list continues)
molecule | NPYLR7 agonist | mcGAS inh | hcGAS inh
C[C@@H]1[C@H]2C[C@@H](C[C@H]1NC(=O)Nc1cccc(F)c1)C2(C)C | -7 | -5 | -3
O=C(NCCc1ccccc1)N1CCCC(Nc2cccc(F)c2)C1 (stereo unspecified) | 2 | . | -3
NC(=O)c1ccc(CN2CCCc3cc(F)cc(F)c32)cc1 | 1 | . | -9
C#C[C@]1(O)CCC2C3CCc4cc(O)ccc4C3CC[C@@]21C (stereo partly specified) | -9 | . | 2
CCN1CCCCC1C(=O)OC(C)C(=O)NC1(C#N)CCCCC1 (stereo unspecified) | 2 | . | 5
CC(Nc1nc(CCN)nc2ccccc12)c1ccccc1C(F)(F)F (stereo unspecified) | 20 | . | -5
O=C(NCCn1ncc2c(N3CCCCC3)ncnc21)c1ccccc1 | 2 | -7 | -8
CCCN1C(=O)/C(=C2\SC(=S)N(CCOC)C2=O)c2ccccc21 | -5 | -3 | -1
O=S(=O)(NCC1(O)CCCNCC1)c1ccc(Oc2ccccc2)cc1 (stereo unspecified) | 6 | . | -7
Cc1nc2c(c(=O)n1C)CCN(C(=O)c1ccccc1NC(C)C)CC2 | 5 | -16 | -2
CCc1ccc(CNc2nn[nH]n2)cc1 | 27 | . | -1
C=Cn1cc[n+](CC(=O)c2ccc(C)cc2)c1 | 0 | . | -4
CC1=CC[C@@H]2CN(c3cncc(C(=O)N4CCCC4)n3)C[C@@H]2C1 | 7 | . | -7
CCOC(=O)c1cc(C)nc(N2CCc3onc(-c4ccccc4)c3C2)n1 | 6 | . | -7
CC(C)OCC(=O)N1CCCC(C(=O)c2ccc3c4c(cccc24)CC3)C1 (stereo unspecified) | -4 | -2 | 0

More records
molecule | NPYLR7 agonist | mcGAS inh | hcGAS inh
Cc1cccn2c(=O)c3cc(C#N)c(=N)n(Cc4ccco4)c3nc12 | 0 | -5 | -9
COc1cccc(CNCc2ccc(OC)c3ccccc23)c1OC | -5 | . | -5
O=C(c1cncc(Br)c1)N1CC(=O)N2CCc3ccccc3C2C1 (stereo unspecified) | 19 | -6 | -4
NS(=O)(=O)c1cc(C(=O)NNS(=O)(=O)c2ccc(C(F)(F)F)cc2)ccc1Cl | 3 | -6 | -6
CCCC(=O)OCC(O)CN(Cc1cccc(Cl)c1)CC1CC(c2ccc(Cl)cc2)=NO1 (stereo unspecified) | . | -2 | 4
O=C(O)CN1C(=O)/C(=C\c2cc(Cc3ccccc3)ccc2O)SC1=S | 8 | 8 | -5
Cc1cc(S(=O)(=O)N2CCOC23CCN(C(=O)C(C)(C)CCl)CC3)ccc1F | -6 | . | -2
O=C(Cc1ccccc1)N(Cc1cnc(S(=O)(=O)Cc2ccccc2)n1CC1CCCO1)C1CC1 (stereo unspecified) | . | 0 | 0
Cc1ccc(C2C3=C(CCCC3=O)OC(=N)C2C#N)cc1 (stereo unspecified) | -15 | -9 | -7
CCCc1cc(CN(C)Cc2ccc(O)c(C)c2)[nH]n1 | 2 | -16 | 0
Cc1nn(C)c2ncc(NC(=O)c3cc(S(=O)(=O)N4CCOCC4)ccc3N3CCCCC3)cc12 | 0 | . | -2
CS(=O)(=O)NCC1CCN(Cc2cccc3c2OC(F)(F)O3)C1 (stereo unspecified) | 9 | -12 | -5
Cc1nc(CCNC(C)Cn2cncn2)sc1C (stereo unspecified) | 5 | . | -1
CCc1c(C)sc2[nH]c(=S)n(C)c(=O)c12 | -17 | . | 15
CCCn1c(-c2sccc2C)n[nH]c1=O | -1 | . | -6

Carrying on:
Sequence of screens – NPYLR7 agonist	mcGAS inh	hcGAS inh
Cc1ccccc1C(=O)N[C@@H]1CCCCC1NC(=O)C1CCCN(C(=O)COc2ccccc2)C1 (stereo partly specified)
→ 1	-7	-8
NC(=O)CSc1nnc(N2CCN(C(=O)Cn3cnc4ccccc43)CC2)s1
→ 1	-6	0
COCC(C)NS(=O)(=O)c1ccc(NC(=O)c2coc(Br)c2)cc1 (stereo unspecified)
→ 21	-15	-8
CN(C)C(=O)CN(C)S(=O)(=O)c1ccc2c(c1)c1ccccc1n2C
→ 0	.	-8
O=C1c2cccc3cccc(c23)N1CN1CCOCC1
→ -11	.	0
COc1ccc(C2=NN(C)C(=NCc3ccccc3)SC2)cc1
→ -8	.	10
O=C(Nc1cccc(-c2ccco2)c1)C1CCN(C(=O)Cc2ccsc2)CC1
→ 10	.	-5
CCCn1nc(C(=O)NC(C)c2ccccc2Cl)ccc1=O (stereo unspecified)
→ -6	-3	-2
O=C(NC(c1ccc(Br)cc1)C1CCC1)c1ccc(=O)n(-c2ccccc2)n1 (stereo unspecified)
→ -2	-17	-6
COc1ccc(-c2cnn3c(C)c(C(=O)NCC4CCCO4)cnc23)cc1 (stereo unspecified)
→ 13	-5	-3

The list goes on:
Sequence of screens – NPYLR7 agonist	mcGAS inh	hcGAS inh
CCN1C(=O)CC(N2CCN(S(=O)(=O)c3ccc(C)cc3)CC2)C1=O (stereo unspecified)
→ -6	.	-6
CCCCOc1ccc(C(=O)N2CCN(C(=O)CSc3nnc(-c4ccco4)n3-c3cccc(C)c3)CC2C)cc1 (stereo unspecified)
→ 7	-3	-5
Cc1ccc2nc(CSc3nnc(-c4cccs4)o3)cc(=O)n2c1
→ 1	3	11
O=C(COc1ccc(Cl)cc1)Nc1ccc(S(=O)(=O)Nc2ncccn2)cc1
→ 1	.	-1
CCOC(=O)C1CCN(C(c2cccs2)C2Sc3nc(CC)nn3C2=O)CC1 (stereo unspecified)
→ -1	-7	-6
O=C(NCCCc1ccccn1)c1ccc(-c2cccnc2)nc1
→ -2	.	-10
O=C(CCNC(=O)c1ccccc1)NCC(c1cccs1)N1CCOCC1 (stereo unspecified)
→ 2	-8	-4
Cc1[nH]ncc1CNC(=O)C(C)(C)c1ccccc1Cl
→ 8	.	-3
CCN(CC)C1CCOC2(CCN(C(=O)CCn3nc(C)cc3C)CC2)C1 (stereo unspecified)
→ .	-6	-16
COc1cccc(CC(C2CCN(C(=O)/C=C/c3cccnc3)CC2)N(C)C(=O)c2ccsc2)c1 (stereo unspecified)
→ 17	-11	-7

(cont.)
Sequence of screens – NPYLR7 agonist	mcGAS inh	hcGAS inh
COc1ccc(C(=O)N2CCCN(c3c(-c4ccc(OC)c(OC)c4)cnc4ncnn34)CC2)c(OC)c1
→ 4	-6	-5
O=C(c1cccs1)c1nonc1C(=O)c1cccs1
→ 13	-3	-2
COc1ccc(CCNC(=O)c2ccc(Cl)cc2NS(=O)(=O)c2c(C)c(C)cc(C)c2C)cc1
→ -1	-3	0
CC(=O)N1CCN(C(c2ccc(F)cc2)C2Sc3nc(-c4ccco4)nn3C2=O)CC1 (stereo unspecified)
→ 2	-5	-3
CCN(CC)C(=O)COC1CN(CCc2ccccc2)C(=O)CN(C(=O)c2ccc3[nH]ccc3c2)C1 (stereo unspecified)
→ 17	-7	-20
O=C(C1COc2ccccc2O1)N(Cc1ccccn1)c1nc2ccc(Cl)cc2s1 (stereo unspecified)
→ 4	-13	-4
CCOC(=O)[C@@H]1[C@@H](OC(N)=O)C(=O)N(C(C)C)C12CCN(S(=O)(=O)c1cccs1)CC2
→ 23	-5	-6
CC(C)(CNC1CCCN(c2ccc(C(F)(F)F)cn2)C1)CN1CCOCC1 (stereo unspecified)
→ -1	.	-6
Cc1ccc(C)c(Cn2c(=O)c3c(nc4n(CCCO)c(C)cn34)n(C)c2=O)c1
→ 21	.	-3
CCc1cc(-c2nccn2CC2(O)CCCCC2)on1
→ -3	-12	-7

New compounds follow
Sequence of screens – NPYLR7 agonist	mcGAS inh	hcGAS inh
CC(Sc1ncc2ccccn12)C(=O)N1c2ccccc2NC(=O)C1(C)C (stereo unspecified)
→ 0	.	3
CCOc1ccc(NC(=O)N(CC(=O)Nc2cc(C(C)(C)C)nn2-c2ccc(C)cc2C)Cc2ccco2)cc1
→ -2	0	-5
Cc1nn(-c2ccccc2)c(C)c1-c1ccnc(NCc2cnc3ccccn23)n1
→ 7	.	-11
CCc1cc(CN(C)CCC(=O)Nc2cccnc2)on1
→ 4	.	-2
Cc1ccc2cc(C(=O)N(C)C3CCN(C)CC3C)c(C)nc2c1 (stereo unspecified)
→ 2	.	3
CC#CC(=O)N1CCc2c([nH]c3ccccc23)C1c1c(F)cccc1Cl (stereo unspecified)
→ 16	-10	-6
CCOc1c(C)cnc2c1c(=O)n(CC(=O)N1CCOCC1)c(=O)n2C
→ 1	-6	-4
CCC(C(=O)N1CCN(c2nccc(-c3cccc(C(F)(F)F)c3)n2)CC1)c1ccccc1 (stereo unspecified)
→ 3	-7	-11
C=C(C)Cn1c(N2CCN(Cc3ccccc3F)CC2)nc2c1c(=O)[nH]c(=O)n2C
→ -7	.	-2
CSc1ccccc1NC(=O)Cn1cnc([N+](=O)[O-])n1
→ -9	-5	-3
CCC(=O)Nc1cccc(NS(=O)(=O)c2cc(C(=O)NC)n(C)c2)c1
→ 4	.	-9
COc1ccc(NC(=O)c2cc(OCCCN(C)C)nn2Cc2ccccc2)cc1
→ -13	.	2
COc1ccccc1Cc1nc2c(c(N3CCOCC3)n1)CN(C(=O)c1ccccc1Cl)CC2
→ 4	2	5
